MBNL1-CUG inh: inhibitors of human MBNL1 binding to CUG repeat RNA | Q9NR56 | TR-FRET MBNL1-His/biotin-(CUG)12 binding, 665/545 ratio | Potency, µM (doses to about 57.5 µM), without a hit: at the highest dose activity change, negative = inhibition, hits mostly inhibitors | hit rate 0.036% among 280,000; active means well fitted inhibition curve with a large enough effect in the signal ratio, with a control signal flat, not every such curve was filed as active; inconclusive means small, poorly fitted or top-dose-only effect, or effect the other way, or a change in a side signal; inactive means no such curve, though single readings can be large or run the other way; the % refers to the signal ratio; further: potency means the concentration at half of the fitted maximal effect; on the % scale 0 is the no-effect control and ±100 the full control effect
Target sequence (Q9NR56 whole entry, looked up): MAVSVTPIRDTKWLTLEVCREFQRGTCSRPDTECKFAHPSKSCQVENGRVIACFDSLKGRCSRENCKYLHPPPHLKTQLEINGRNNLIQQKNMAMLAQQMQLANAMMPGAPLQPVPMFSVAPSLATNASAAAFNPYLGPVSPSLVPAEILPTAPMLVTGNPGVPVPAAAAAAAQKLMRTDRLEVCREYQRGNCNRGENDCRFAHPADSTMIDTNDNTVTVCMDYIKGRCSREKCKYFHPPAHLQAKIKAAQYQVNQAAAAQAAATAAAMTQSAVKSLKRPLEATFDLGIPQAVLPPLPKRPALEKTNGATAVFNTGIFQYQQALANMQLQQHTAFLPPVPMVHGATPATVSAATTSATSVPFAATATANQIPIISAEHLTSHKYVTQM
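Ratiometric TR-FRET (665 over 545 nm, excitation 340 nm) tracks disruption of MBNL1-His/biotin-(CUG)12 complex after 60 min at room temperature, with compounds at 92 nM to 58 uM final.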
KCNH2 WT inh: inhibitors of human wildtype KCNH2 potassium channel. activity change, % at 1.84 µM. U2OS, BacMam KCNH2, thallium flux FluxOr; hits give low values. Q12809. hit rate 0.37% among 340,000;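 active means maximum activity change below -70%; inconclusive means maximum activity change between -70% and -50%; inactive means maximum activity change above -50%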; further: on the % scale 0 is the no-effect control and ±100 the full control effect
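U2OS cells transduced with wild-type KCNH2 virus are loaded with FluxOr dye for 45 min, and thallium flux is measured in kinetic reads before and after stimulation buffer. Rate constants are normalized to DMSO controls.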
Menin MLL FP TR: inhibitors of human menin-MLL interaction, mutant MLL peptide | Potency, µM (titrated, usually from 61.6 µM), for inactives: at the highest dose FP activity change, negative = inhibition, usual class: inhibitors | Menin + Texas Red MLL mutant peptide, fluorescence polarization | hit rate 0.23% among 270,000 | O00255; active means well fitted inhibition curve with a large enough effect in the polarisation, with a control signal flat, not every such curve was filed as active; inconclusive means small, poorly fitted or top-dose-only effect, or effect the other way, or a change in a side signal; inactive means no such curve, though single readings can be large or run the other way; the % refers to the polarisation; further: potency means the concentration at half of the fitted maximal effect; % of control where 0% means no effect; many of its hits are not listed in these tables
Mito fusion act: inhibitors of mitochondrial division or activators of mitochondrial fusion | Potency, µM (doses to about 46.1 µM), without a hit: at the highest dose growth rescue (activation), most hits filed as activators | S. cerevisiae fusion-defective mutant growth rescue, CellTiterGlo 48 h | hit rate 0.23% among 320,000;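 further: potency means the concentration at half of the fitted maximal effect; % of control where 0% means no effect; nearly all actives have a fitted effect of over 45% in size; temperature-sensitive fusion mutants such as fzo1-1 at 37 °C on non-fermentable ethanol glycerol medium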
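Growth-rescue viability read-out: after 48 h at the non-permissive 37C in glycerol/ethanol YPEG, yeast mitochondrial fusion mutants are measured by CellTiterGlo luminescence; compounds (23 nl pinned per well) restoring growth score as division inhibitors or fusion activators.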
S-ASM inh: inhibitors of human secretory acid sphingomyelinase. P17405. placental ASM, HMU-PC fluorogenic substrate, 60 min. Potency, µM (doses to about 57.5 µM), without a hit: top-dose activity change, negative = inhibition, most hits filed as inhibitors. hit rate 0.006% among 340,000. AID 504937; further: potency means the concentration at half of the fitted maximal effect
Target sequence (P17405 47-631 limits assumed): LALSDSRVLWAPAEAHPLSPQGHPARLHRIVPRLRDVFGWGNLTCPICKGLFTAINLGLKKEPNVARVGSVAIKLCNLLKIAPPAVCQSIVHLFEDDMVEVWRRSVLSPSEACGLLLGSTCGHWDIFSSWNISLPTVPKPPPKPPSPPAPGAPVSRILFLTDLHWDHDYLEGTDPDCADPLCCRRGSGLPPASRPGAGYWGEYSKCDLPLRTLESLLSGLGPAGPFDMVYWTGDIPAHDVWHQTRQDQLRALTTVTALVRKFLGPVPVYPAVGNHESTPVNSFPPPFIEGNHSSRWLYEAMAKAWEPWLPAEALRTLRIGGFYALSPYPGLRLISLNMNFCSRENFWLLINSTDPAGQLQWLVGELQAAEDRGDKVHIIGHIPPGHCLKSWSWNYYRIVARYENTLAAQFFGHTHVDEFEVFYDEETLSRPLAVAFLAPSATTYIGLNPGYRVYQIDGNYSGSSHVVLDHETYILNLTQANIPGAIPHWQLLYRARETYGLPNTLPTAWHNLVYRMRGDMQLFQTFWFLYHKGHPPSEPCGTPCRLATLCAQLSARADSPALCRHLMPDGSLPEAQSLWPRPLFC
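Fluorogenic HMU-PC substrate (9 uM final) is turned over by placental ASM in 60 min at 37 C after a 10 min compound preincubation. Reaction ended by alkaline stop (pH 10), with fluorescence read at 386/447 nm.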
Eya2 inh: Eya2 (human) phosphatase inhibition. O00167. recombinant Eya2, OMFP fluorescence dephosphorylation (OMFP is methylfluorescein phosphate). Potency, µM (highest dose often 76.9 µM), for inactives: at the highest dose activity, negative = inhibition, usual class: inhibitors. hit rate 0.006% among 330,000. AID 488837; further: potency means the concentration at half of the fitted maximal effect; on the % scale 0 is the no-effect control and ±100 the full control effect
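Eya2 (0.2 uM) preincubated 10 min at ambient with compound, then OMFP substrate added at 50 uM; 10 min reaction in 50 mM HEPES pH 7.5, 50 mM NaCl, 5 uM MgCl2, 0.05% BSA, 1 mM DTT. Fluorescence read at Ex 485/Em 525 nm.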
Chronic BCR inh: chronic active BCR signaling inhibition. AID 493014. ABC-DLBCL IkBa-CBG/CBR reporter, luminescence ratio, 4 h. Potency, µM (doses to about 46.1 µM), inactives show top-dose ratio change, negative = lower green/red ratio, most hits filed as inhibitors. hit rate 0.05% among 340,000; active means well fitted inhibition curve with a large enough effect in the signal ratio, with a control signal flat, not every such curve was filed as active; inconclusive means small, poorly fitted or top-dose-only effect, or effect the other way, or a change in a side signal; the % refers to the signal ratio;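 further: potency means the concentration at half of the fitted maximal effect; plate controls were basal doxycycline-induced cells for no effect and cells given 10 µM MG132 for full effect; MG132 reads +100%, hits lower the ratio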
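Compounds up to 46 uM were incubated four hours with TMD8 cells whose green CBG68 luciferase is fused to IkappaBalpha; red CBR luminescence normalised the signal, and concentration-effect curves were fitted to fusion, red and ratio data.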
TSHR antag: antagonists of human thyroid stimulating hormone receptor; TSHR-expressing cells, TSH-stimulated cAMP HTRF, 2 h; hits give low values; activity change, negative = inhibition, % at 11.5 µM; hit rate 0.2% among 330,000; AID 504810;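 active means activity change below a set negative limit, meaning inhibition stronger than a set level, cut at about -70% in these data; inconclusive means activity change between two set negative limits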; further: on the % scale 0 is the no-effect control and ±100 the full control effect
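Read-out is FRET at 665 nm (cryptate excitation 337 nm) from a cryptate-tagged anti-cAMP antibody, competed by cell cAMP against cAMP-d2. Compounds are tested on freshly harvested TSHR cells challenged with 4nM TSH (EC80) for 2 hours at 37 deg C.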
GALK inh: inhibitors of human galactokinase | hit rate 0.007% among 270,000 | P51570 | Potency, µM (highest dose often 57.5 µM), inactives show at the highest dose activity change, negative = inhibition, actives largely listed as inhibitors | Purified GALK, Kinase-Glo residual ATP luminescence; further: potency means the concentration at half of the fitted maximal effect; on the % scale 0 is the no-effect control and ±100 the full control effect
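Quantitative HTS: GALK 5 nM, ATP 35 uM, galactose 100 uM, 1 h room temperature, then luciferase-based ATP detection.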
USP2a inh: blocks human ubiquitin-specific protease USP2a; O75604; USP2 core, Ub-CHOP2 coupled fluorogenic reporter, 485/531; Potency, µM (highest dose often 38.3 µM), without a hit: at the highest dose activity change, negative = inhibition, most hits filed as inhibitors; hit rate 0.01% among 330,000;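 further: potency means the concentration at half of the fitted maximal effect; plate controls were DMSO wells for no effect and full inhibition by NEM control for full effect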
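USP2 core (10nM final) preincubated 30min RT with compound in 20mM Tris-HCl pH 8.0, 2mM CaCl2, 2mM beta-mercaptoethanol, 0.05% CHAPS; 25nM Ub-CHOP2 plus 25nM reporter substrate added, fluorescence (Ex485/Em531) read after 60min.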
PKM2 activator: activators of human pyruvate kinase M2; P14618; purified PKM2, Kinase-Glo ATP luminescence, activation; response scale: 0% is enzyme alone, no compound; Potency, µM (series often up to 57.5 µM), inactives show at the top dose activation, actives largely listed as activators; hit rate 0.34% among 260,000; further: potency means the concentration at half of the fitted maximal effect; on the % scale 0 is the no-effect control and ±100 the full control effect; nearly all actives have a fitted effect of over 55% in size
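hPK-M2, >95% pure; 0.1 mM ADP / 0.5 mM PEP final; imidazole pH7.2 buffer w/ 7 mM MgCl2, 50 mM KCl; 1 h RT; Kinase-Glo lum. Intermediate enzyme activity for dual inhibitor/activator qHTS.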
Numbers without * were called inactive; i = inactive; ? = inconclusive; nt = not tested or not shown; [ ] = dose if it differs, or a comment. Unless noted, the call rests on the fitted dose curve; in most records, active means well fitted curve in the direction sought with a large enough effect; inconclusive means small, poorly fitted or top-dose-only effect, or another doubt; inactive means no such curve, though single readings can be large; an effect the other way counts as inactive or inconclusive. Not all compounds are listed; the hit share may differ from the screen's.

Results follow in this order: MBNL1-CUG inh	KCNH2 WT inh	Menin MLL FP TR	Mito fusion act	S-ASM inh	Eya2 inh	Chronic BCR inh	TSHR antag	GALK inh	USP2a inh	PKM2 activator
C=CCN1C(=O)c2ccccc2C1(O)Cc1ccccc1 (stereo not drawn)
→ 4%	-8	2%	9%	-3%	10%	0%	5	-4%	6%	nt
O=C(c1cc(-c2ccccc2)nc2ccccc12)N1CCc2ccccc2C1
→ nt	-1	-3%	11%	-7%	-10%	?	8	2%	-1%	-3%
Cc1ccc(SCc2cc(=O)[nH]c(SCC(=O)Nc3cc(Cl)ccc3Cl)n2)cc1
→ -20%	1	?	-7%	-1%	-1%	6%	-10	1%	-8%	4%
O=C(OCC(=O)N1CCc2ccccc21)c1c2c(nc3ccccc13)CCCC2
→ -7%	0	?	27%	-16%	-5%	?	16	0%	4%	19%
O=C(Nc1ccc(Nc2ccccc2)cc1)c1ccc(Br)o1
→ 2%	9	?	20%	-13%	6%	-2%	-16	1%	2%	1%
COc1ccc(/C=N/NC(=O)CN2CCCc3ccccc32)c(OC)c1
→ 1%	-7	nt	-3%	-8%	-2%	-16%	-3	0%	1%	2%
CCOc1cccc(C(=O)Nc2nnc(-c3cccs3)s2)c1
→ 0%	8	-22%	6%	21%	7%	?	12	1%	1%	1%
CC(OC(=O)CSc1ccc(F)cc1)C(=O)NC1(C#N)CCCCC1 (stereo not drawn)
→ -5%	10	nt	1%	3%	-5%	6%	9	4%	0%	-2%
C/C(N)=C(/C#N)C(=O)CSc1nc2ccccc2c(=O)n1CCCOC(C)C
→ -12%	i	-18%	-2%	-2%	0%	0%	-3	1%	3%	3%
C=CCN1C(=O)/C(=C\c2ccc(Oc3nc(N4CCOCC4)nc(N4CCOCC4)n3)c(OC)c2)SC1=S
→ -1%	-8	?	0%	?	10%	-1%	13	-1%	9%	6%
COc1ccc(NC(=O)CSc2n[nH]c(=O)n2C2CC2)cc1Cl
→ nt	-5	nt	-4%	nt	-8%	0%	14	nt	3%	nt
O=C(NCC1CCCO1)c1cc(S(=O)(=O)Nc2ccc(Br)cc2)ccc1Cl (stereo not drawn)
→ 3%	3	3%	5%	-1%	-5%	7%	-6	1%	1%	4%
COc1cc2c(cc1OC)C(c1cc3cccc(C)c3[nH]c1=O)N(C(=O)c1ccco1)CC2 (stereo not drawn)
→ 1%	nt	?	2%	nt	-2%	-10%	2	0%	-3%	2%
COc1ccc(-c2csc(-c3cccnc3)n2)cc1C
→ 41%[activator]	nt	-8%	0%	1%	-11%	?	-6	4%	-7%	-1%
Cc1ccc(OCCSc2nc3ccccc3n2CC(=O)O)c(C(C)C)c1
→ -7%	-8	?	-3%	12%	-9%	?	-9	3%	3%	nt
CN(c1ccccc1)S(=O)(=O)c1cc(C(=O)c2nccn2C)ccc1Cl
→ -5%	-23	3%	13%	-3%	3%	1%	1	5%	2%	6%
COC(=O)c1ccc(C)c(NC(=O)CSc2nnc3ccccn23)c1
→ nt	-1	nt	-4%	3%	13%	1%	-25	nt	2%	nt
COc1cccc(OC)c1C(=O)Nc1ccc(N2CCCC2)cc1
→ 2%	-13	-16%	5%	0%	-2%	-1%	25	-5%	0%	1%
O=C(c1cc(COc2c(F)cccc2F)on1)N1C[C@H]2CC[C@H]1C2
→ -9%	4	nt	-1%	-1%	-13%	-2%	6	3%	1%	0%
COC(=O)c1cccc(NC(=O)CN2CCN(c3ccc(OC)cc3)CC2)c1
→ 10%	4	1%	2%	-1%	5%	?	-7	6%	0%	2%
Cc1cc(O)cc(O)c1-c1onc(C(F)(F)F)c1-c1cscn1
→ 2%	3	?	2%	-7%	12%	?	-24	0%	-1%	0%
COc1cccc(NC(=S)N(CCCN2CCOCC2)C(C)c2cc3cccc(OC)c3o2)c1 (stereo not drawn)
→ -20%	8	4%	-36%[inhibitor]	-2%	4%	-1%	-30	-1%	-1%	11%
O=C(Nc1ccc2nccnc2c1)c1cnccn1
→ ?	-4	-1%	1%	0%	5%	?	-6	-2%	2%	-9%
Cc1ccc(C(NC(=O)C2CCCCC2)c2c(O)ccc3ccccc23)cc1 (stereo not drawn)
→ nt	-7	-25%	12%	21%	-24%	?	-4	1%	2%	6%
S=c1[nH]nc(COc2ccccc2)n1/N=C/c1cccnc1
→ 9%	0	2%	-1%	3%	-2%	1%	-13	4%	1%	-17%
Cc1ccn2c(Nc3ccc4c(c3)OCO4)c(-c3ccc(O)cc3)nc2c1
→ 7%	6	nt	-8%	172%[activator]	10%	?	3	-7%	4%	9%
Nc1ccc(-c2ccc(N)c([N+](=O)[O-])c2)cc1[N+](=O)[O-]
→ ?	nt	?	-2%	-7%	0%	1%	-2	6%	-2%	nt
CCOC(=O)C1CCCN(S(=O)(=O)c2cc(Br)cc3c2N(C(=O)CC)CC3)C1 (stereo not drawn)
→ 3%	-2	-17%	-23%	-3%	-7%	0%	-8	8%	0%	-2%
COCCCNC(=O)CCSc1ccc(C)cc1
→ 1%	0	14%	-1%	4%	1%	1%	9	4%	4%	-9%
CCc1ccc(NC(=S)Nc2cccc(OC)c2)cc1
→ 1%	-12	12%	-9%	-10%	-2%	2%	34	-1%	2%	-3%
CC(=O)Nc1ccc(S(=O)(=O)N(C)CC(=O)NNC(=O)Cc2nc3ccccc3n2C)cc1
→ nt	0	nt	nt	2%	1%	-1%	-5	nt	0%	nt
O=C(CN(C1CCCCC1)S(=O)(=O)c1ccc(Cl)cc1)N1CCOCC1
→ -1%	12	-3%	2%	2%	2%	-5%	1	3%	4%	-1%
Cc1ccc(-c2nc3cc(NC(=O)C(C)C)ccc3o2)cc1C
→ ?	2	7%	-2%	-2%	-11%	0%	38	0%	-5%	-19%
COc1ccc(-c2nnc(SCc3c(C)noc3C)o2)cc1
→ -2%	-8	-15%	-1%	-1%	3%	?	-12	0%	-8%	-6%
COc1ccc(CN2CCNC(=O)C2CC(=O)NCc2cc(C)n(C)n2)c(F)c1 (stereo not drawn)
→ -1%	-12	-20%	-1%	13%	3%	-1%	6	0%	-2%	2%
C#CC1(NC(=O)NC(C)C)CCCCC1
→ -3%	-3	10%	-4%	-2%	5%	?	-5	0%	4%	2%
O=C(OCn1nnc2ccccc2c1=O)c1ccc(Br)o1
→ -8%	-9	21%	1%	-4%	5%	-5%	-7	-2%	-2%	9%
COc1cccc(C(=O)NCC(=O)N/N=C/c2cn[nH]c2-c2ccccc2)c1
→ -5%	-5	-11%	-6%	0%	-22%	0%	-7	1%	-1%	nt

Compounds above with a furan ring, fused or not (four):
Results follow in this order: MBNL1-CUG inh	KCNH2 WT inh	Menin MLL FP TR	Mito fusion act	S-ASM inh	Eya2 inh	Chronic BCR inh	TSHR antag	GALK inh	USP2a inh	PKM2 activator
O=C(Nc1ccc(Nc2ccccc2)cc1)c1ccc(Br)o1
→ 2%	9	?	20%	-13%	6%	-2%	-16	1%	2%	1%
COc1cc2c(cc1OC)C(c1cc3cccc(C)c3[nH]c1=O)N(C(=O)c1ccco1)CC2 (stereo not drawn)
→ 1%	nt	?	2%	nt	-2%	-10%	2	0%	-3%	2%
COc1cccc(NC(=S)N(CCCN2CCOCC2)C(C)c2cc3cccc(OC)c3o2)c1 (stereo not drawn)
→ -20%	8	4%	-36%[inhibitor]	-2%	4%	-1%	-30	-1%	-1%	11%
O=C(OCn1nnc2ccccc2c1=O)c1ccc(Br)o1
→ -8%	-9	21%	1%	-4%	5%	-5%	-7	-2%	-2%	9%

Screens from PubChem BioAssay.
